Screening results deposited in PubChem by National Center for Advancing Translational Sciences (NCATS).
KCNH2 3.1 inh = qHTS for Inhibitors of KCHN2 3.1: Mutant qHTS; hit rate 0.95% among 340,000; U2OS KCNH2 3.1, thallium flux FluxOr; active compounds read low; Potassium voltage-gated channel subfamily H member 2, brain isoform KCNH2 3.1 (human); AID 720553, 2013; activity change, % (tested at about 1.8 µM);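 active = maximum activity change below -70%; inconclusive = maximum activity change from -70% to -50%; inactive = maximum activity change above -50%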;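 also: thallium influx rate constant from kinetic fluorescence after stimulation buffer; % is scaled to controls: 0 for no effect and ±100 for the full control effect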
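Measured as rate of thallium-driven FluxOr signal in transduced U2OS cells carrying the 3.1 channel, read kinetically for 2 min upon stimulation; values are rate constants scaled to DMSO control wells.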
Integrin act MD = qHTS for Activators of Integrin-Mediated Alleviation for Muscular Dystrophy; hit rate 0.064% among 350,000; AID 624291, 2012; alpha7betagal myoblasts, beta-gal FDG fluorescence, 48 h; Potency, µM (series often up to 38.3 µM), for the others: at the highest dose activation, usual class: activators;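 also: potency is read from the fitted curve at half-maximal effect; 100% = response of the positive control SU9516; nearly all actives have a fitted effect of over 60% in size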
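alpha7betagal+/- myoblasts (passage 13, 250/well) treated 48 h at 37C with compounds at 1:260 dilution of DMSO stock. Lysed, then beta-galactosidase activity read as FDG fluorescence (ex 480/em 540) after 30 min, with pre-read for autofluorescence.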
S-ASM inh = Inhibitors of Secretory Acid Sphingomyelinase (S-ASM): qHTS. Potency, µM (doses to about 57.5 µM), for the others: at the highest dose activity change, negative = inhibition, usual class: inhibitors. placental ASM, HMU-PC fluorogenic substrate, 60 min. hit rate 0.006% among 340,000. Sphingomyelin phosphodiesterase (Homo sapiens), P17405; also: potency is read from the fitted curve at half-maximal effect
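Fluorescence read-out (Ex 386 nm, Em 447 nm) after stopping the reaction at pH 10. Enzyme: ASM from human placenta; substrate HMU-PC0, 9 uM final; 60 min, 37 °C. Compound preincubation 10 min, ambient temperature.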
GALK inh = qHTS Assay for Inhibitors of Human Galactokinase (GALK); P51570; Purified GALK, Kinase-Glo residual ATP luminescence; Potency, µM (titrated, usually from 57.5 µM), without a hit: top-dose activity change, negative = inhibition, actives largely listed as inhibitors; hit rate 0.007% among 270,000; also: potency is read from the fitted curve at half-maximal effect; % is scaled to controls: 0 for no effect and ±100 for the full control effect
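Kinase-Glo Plus luminescence measured ATP left after a 1 h room-temperature reaction. The reaction used 5 nM GALK, 100 uM galactose and 35 uM ATP at pH 8.0 (20 mM HEPES, 5 mM MgCl2, 60 mM NaCl, 1 mM DTT, 0.01% BSA).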
hERG WT inh = qHTS for Inhibitors of KCHN2 3.1: Wildtype qHTS; U2OS, BacMam KCNH2, thallium flux FluxOr; active compounds read low; activity change, % at 1.84 µM; hit rate 0.37% among 340,000;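 active = maximum activity change below -70%; inconclusive = maximum activity change between -70% and -50%; inactive = maximum activity change above -50%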; also: % is scaled to controls: 0 for no effect and ±100 for the full control effect
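U2OS cells transduced with wild-type KCNH2 virus are loaded with FluxOr dye for 45 min, and thallium flux is measured in kinetic reads before and after stimulation buffer. Rate constants are normalized to DMSO controls.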
MBNL1-CUG inh = qHTS Assay for Inhibitors of MBNL1-poly(CUG) RNA binding | Potency, µM (highest dose often 57.5 µM), without a hit: at the highest dose activity change, negative = inhibition, hits mostly inhibitors | Muscleblind-like protein 1 (Homo sapiens), Q9NR56 | AID 2675, 2010 | hit rate 0.036% among 280,000 | TR-FRET MBNL1-His/biotin-(CUG)12 binding, 665/545 ratio; active = well fitted inhibition curve with a large enough effect in the signal ratio, with a control signal flat, not every such curve was filed as active; inconclusive = small, poorly fitted or top-dose-only effect, or effect the other way, or a change in a side signal; inactive = no such curve, though single readings can be large or run the other way; the % refers to the signal ratio; also: potency is read from the fitted curve at half-maximal effect; % is scaled to controls: 0 for no effect and ±100 for the full control effect
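Compound titration spanned 92 nM–58 uM against the MBNL1-His/biotin-(CUG)12 complex. After 60 min at room temperature with 5 nM streptavidin-XL665 and 0.055 ng/ul terbium anti-His, ratiometric 665/545 nm emission (Ex 340 nm) normalized to controls.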
AT treatment = qHTS Assay for Identifying a Potential Treatment of Ataxia-Telangiectasia; hit rate 0.19% among 320,000; […] A-T fibroblasts, KAP-1 phosphorylation AlphaLISA; neocarzinostatin DNA damage 30 min before lysis; Potency, µM (highest dose often 57.5 µM), for inactives: top-dose activation, hits mostly activators; also: potency is read from the fitted curve at half-maximal effect; % of control where 0% means no effect; nearly all actives have a fitted effect of over 45% in size
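ATM-like activity read as KAP-1 phosphorylation via AlphaLISA donor/acceptor antibody pairs after lysis and 6 hr at 25C. Cells were ATM-null patient fibroblasts ([…], hTERT), dosed 60 min, then exposed to the DSB inducer NCS for 30 min.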
TRPV1 agonist = HTS Assay for Compounds that Act as Agonists of the Vanilloid Receptor 1; AID 540275, 2011; TRPV1-expressing cells, Fluo-8 calcium influx, agonist mode; activation, % at 8.33 µM; Transient receptor potential cation channel subfamily V member 1 (Homo sapiens), Q8NER1; hit rate 0.19% among 320,000; in the data active = activation above about 80%; inconclusive = between about 30% and that limit; also: 0% is about no effect
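TRPV1-expressing cells were cultured overnight at 35.5C and loaded with Fluo-8 calcium dye for 40 to 90 min at room temperature. After a 10 s baseline, compound was added and calcium influx was read kinetically for 3 min (ex 480/em 520 nm).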
CXXC DNA block = qHTS Fluorescence Polarization Assay for Inhibitors of MLL CXXC domain - DNA interaction | Potency, µM (top dose mostly 115 µM), without a hit: at the top dose activity change, negative = inhibition, most hits filed as inhibitors | Histone-lysine N-methyltransferase 2A (Homo sapiens), Q03164 | MLL-CXXC / FITC-HOXA9 DNA fluorescence polarization | hit rate 0.037% among 290,000 | AID 2662, 2010; active = well fitted inhibition curve with a large enough effect in the polarisation, with a control signal flat, not every such curve was filed as active; inconclusive = small, poorly fitted or top-dose-only effect, or effect the other way, or a change in a side signal; inactive = no such curve, though single readings can be large or run the other way; the % refers to the polarisation; also: potency is read from the fitted curve at half-maximal effect
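Purified MLL-CXXC (added from a 7 uM solution) was preincubated 5 min at ambient with pinned compounds in 50 mM Tris-HCl pH 7.5, 50 mM NaCl, 1 mM DTT, 0.05% BSA. Fluorescein-labeled HOX-A9 DNA (50 nM solution) followed, 30 min, then polarization read.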
Coupling enz = qHTS Assay for Inhibitors of Fructose-1,6-bisphosphate Aldolase from Giardia Lamblia: Coupling assay counterscreen. activity change, negative = inhibition, % at 58.2 µM, hits read low. hit rate 0.67% among 290,000. coupling enzyme system counterscreen, AmpLite Red fluorescence; in the data active = activity change below about -30%; also: % is scaled to controls: 0 for no effect and ±100 for the full control effect
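Counterscreen of the coupled detection system alone, without aldolase: glyceraldehyde-3-phosphate coupling enzymes plus AmpLite Red readout. Compounds at 57.5 uM final, 10 min RT preincubation, 20 min RT reaction, fluorescence 525/598 nm.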
* marks the source's active call; other numbers are inactive results; ? = inconclusive; . = not tested or not shown; & = joins results of further samples; [ ] = dose if it differs, or a comment. Unless noted, calls follow the shape of the dose curve; as a rule, active = well fitted curve in the direction sought with a large enough effect; inconclusive = small, poorly fitted or top-dose-only effect, or another doubt; inactive = no such curve, though single readings can be large; an effect the other way counts as inactive or inconclusive.

SMILES	KCNH2 3.1 inh	Integrin act MD	S-ASM inh	GALK inh	hERG WT inh	MBNL1-CUG inh	AT treatment	TRPV1 agonist	CXXC DNA block	Coupling enz
Cc1ccc(NC(=O)C2CC(=O)N/C(=N/N=C/c3ccco3)S2)cc1 (stereo not drawn)	-3.2	10.3%	0.3%	-0.5%	0.6	-1.6%	1.1%	2.2	7.2%	0.2
COC(=O)[C@@H]1C[C@@H]2CC[C@@H](O)C[C@@H]2N1Cc1ccc(C(F)(F)F)cc1	-11.5	2.3%	-5.1%	0.5%	-3.0	-4.4%	-22.6%	9.9	5.5%	-0.5&0.2
c1ccn2c(SCc3cn4ccsc4n3)nnc2c1	2.6	2.6%	1.1%	-0.8%	-10.1	0.6%	-1.4%	-2.4	1.4%	0.0
CCCc1nnc(SCC(=O)Nc2ccccc2Cl)n1CC1CCCO1 (stereo not drawn)	22.7	9.9%	-1.6%	7.0%	-7.2	-1.0%	11.6%	-0.2	37.0%[activator]	0.2
C=CCNC(=O)/C(C#N)=C/c1ccc(C(=O)O)cc1	-0.6	-54.1%[inhibitor]	-4.3%	-0.1%	7.2	-1.4%	-0.2%	-2.2	5.6%	-1.7
Cc1ccc(OCC(=O)NC(=S)Nc2ccc(Br)c(C)n2)cc1	4.5	?	2.4%	0.4%	0.4	-7.6%	0.2%	-1.2	-1.2%	2.1
C=CCN(CC(O)c1cccc([N+](=O)[O-])c1)C(C)CCc1ccccc1 (stereo not drawn)	-40.6	-32.9%	-4.8%	3.4%	?	9.3%	8.1%	6.0	-2.8%	-0.3
COc1cccc(NC(=O)CSc2nnc(Cn3nnc4ccccc43)n2C)c1	-15.7	10.3%	2.4%	1.7%	15.1	7.8%	-1.3%	-1.0	-4.7%	1.5
c1ccc2c(c1)OCc1cn[nH]c1-2	-6.3	2.5%	0.8%	0.9%	-12.2	3.4%	8.8%	3.5	38.2%[activator]	0.9
COc1ccccc1OCCOCCOc1ccccc1Cl	-7.5	-7.9%	1.3%	2.6%	-2.1	.	7.2%	-2.2	-0.5%	0.1
Cc1ccc(NC(=O)C2CCN(C(=O)c3ccccc3C)CC2)nc1	-11.2	-0.1%	6.9%	.	-19.9	.	-10.2%	4.9	.	.
O=C(O)c1cccc(Sc2cc(Cl)ccc2C(=O)O)c1	.	27.8%	0.5%	.	.	.	0.7%	-0.3	.	.
CCOC(=O)N1CCN(Cc2nc3c(c(=O)[nH]c(=O)n3C)n2Cc2cc(C)ccc2C)CC1	6.0	-9.1%	-14.0%	0.9%	-6.2	-3.1%	-13.8%	1.1	-3.8%	1.5
CCOc1nc(-c2ccccc2)ccc1-c1noc(-c2ccncc2)n1	-11.7	-10.6%	-0.2%	-3.9%	4.1	-1.2%	7.1%	2.6	2.7%	-0.3
CCC1(C)Cc2ccccc2-c2c1c(=O)n(Cc1ccccc1)c1nnnn21 (stereo not drawn)	-27.0	4.7%	-0.8%	-1.7%	5.4	-3.4%	3.6%	0.4	3.3%	1.4
COc1cc(/C=N/NC(=O)c2cc(C34CC5CC(CC(C5)C3)C4)[nH]n2)ccc1O	-11.3	9.7%	-9.6%	-2.6%	0.9	6.9%	-1.7%	22.0	15.3%	2.5
CCCCCCCC(=O)OCC(COC(=O)CCCCCCC)OC(=O)CCCCCCC	-13.4	.	-4.5%	.	0.2	.	-3.5%	3.4	-0.2%	.
Cc1cccc(C(=O)N[C@H](C(=O)Nc2nccs2)C(C)C)c1	-2.1	-22.5%	-0.8%	0.0%	-2.1	-22.8%	9.2%	1.5	8.3%	-2.0
Cc1cc(C)nc(/N=c2/ssnc2Cl)c1	-12.3	-37.4%	-1.2%	6.6%	-18.9	8.7%	-1.0%	-2.5	-5.0%	3.1
CC(C)CC(=O)NN1CCCCC1	5.0	14.6%	-0.5%	-0.4%	2.0	-1.2%	0.1%	-0.4	-5.9%	1.7
O=C(NCCCCCNC(=O)c1ccccn1)c1ccccn1	-1.2	-2.9%	4.6%	0.6%	4.4	-19.5%	-7.3%	-1.4	2.6%	3.3
CCCCn1c(N)c(N(CC(C)C)C(=O)c2ccc(N(C)S(=O)(=O)c3ccc(C)cc3)cc2)c(=O)[nH]c1=O	13.9	0.0%	.	.	-0.5	.	4.4%	0.1	.	.
C/C(=N\NC=O)c1ccncc1	6.5	2.5%	-0.7%	1.9%	3.8	.	6.7%	-11.9	3.8%	-1.7
Cc1cc(O)c(/C=N/c2ccccn2)c(=O)o1	-0.3	-11.1%	2.0%	-3.0%	4.4	18.5%	6.6%	-4.4	?	-23.1
Cn1c(=O)c2c(nc(CN3CCN(c4ccc(F)cc4)CC3)n2Cc2ccccc2F)n(C)c1=O	-20.0	16.3%[7.66 µM]	-15.3%	1.6%	9.5	-11.3%	?	-0.5	0.0%	2.9
Continuation.
SMILES	KCNH2 3.1 inh	Integrin act MD	S-ASM inh	GALK inh	hERG WT inh	MBNL1-CUG inh	AT treatment	TRPV1 agonist	CXXC DNA block	Coupling enz
N#Cc1c(-c2ccccc2)nc(SCc2cccc(C(F)(F)F)c2)[nH]c1=O	15.5	8.4%	-0.2%	-10.7%	1.0	31.6%[activator]	4.4%	-5.5	-1.7%	9.7
CC[C@]12c3[nH]c4cc(-c5ccco5)ccc4c3CCN1C(=O)[C@@H](CC(=O)NCCc1ccccn1)C[C@@H]2C(=O)N1CCN(C(=O)c2ccco2)CC1	2.5	-15.1%	32.1%[activator]	.	7.6	.	-14.2%	.	.	.
COc1cc(/C=N/O)ccc1Oc1cnccn1	8.0	12.2%	0.3%	-1.7%	-6.4	8.6%	-10.5%	-0.3	12.3%	-0.1
COc1cc(OC)c(NC(=O)CCc2nc(-c3ccc(C)cc3)no2)cc1Cl	-7.7	-39.4%	?	4.5%	0.3	-14.1%	12.4%	1.5	-1.8%	-3.3
Cc1ccc(Cl)cc1NC(=O)COC(=O)c1ccc(COc2ccc3c(C)cc(=O)oc3c2)cc1	.	.	.	0.9%	.	.	4.1%	4.6	15.2%	-0.5
Cc1ccccc1OCC(=O)Nc1ccccc1C(=O)NC1CC1	9.1	11.7%	-2.4%	.	-2.7	.	14.9%	-1.4	.	.
COc1cccc(-c2csc(NC(C)=O)n2)c1	3.3	-3.6%	-0.7%	0.6%	0.8	1.6%	2.4%	13.4	1.6%	-0.6
CCCOc1ccc(N2C(=O)CC(NCCNc3ccc([N+](=O)[O-])cn3)C2=O)cc1 (stereo not drawn)	-18.4	2.9%	-2.4%	-2.5%	5.2	15.0%	13.9%	-0.1	-3.4%	-0.6
CC(=O)c1ccc(S(=O)(=O)N2CCC(Oc3ccc(-n4cnnn4)cc3)CC2)cc1	-12.8	-11.4%	3.7%	-5.1%	2.4	-0.2%	-5.1%	2.0	2.7%	.
Cc1ccc(Nc2nc3ccccc3c(=O)s2)cc1C	-2.4	0.5%	1.3%	.	-1.8	-17.7%[11.5 µM]	3.0%	11.5	4.4%	-4.1
Cn1nnnc1SCCNC(=O)C1CCC(=O)N(Cc2ccc(Cl)cc2)C1 (stereo not drawn)	10.2	28.6%	-3.5%	1.9%	-9.1	-2.8%	9.3%	-2.8	-3.1%	0.3
CCc1c(C)sc(NC(NC(C)=O)(C(=O)OC)C(F)(F)F)c1C#N (stereo not drawn)	-2.4	10.2%	7.6%	1.3%	-23.8	-6.6%	2.6%	2.6	12.6%	-1.1
NC(=O)Cc1ccc(C(=O)CSc2nnc(-c3ccncc3)n2C2CC2)s1	-18.8	-14.1%	-2.1%	.	-1.2	.	0.2%	.	.	.
O=C(NCc1ccncc1)c1cccc(NS(=O)(=O)c2ccc(F)c(F)c2)c1	0.0	18.8%	0.9%	.	-2.8	.	11.6%	-0.8	.	.
CCn1cc(S(=O)(=O)CC(=O)Nc2ccc(C)cc2)c2ccccc21	-2.7	0.6%	1.9%	-1.1%	0.4	-5.9%	8.3%	2.0	-7.3%	-3.9
NNC(=O)c1cccc(COc2ccccc2Br)c1	-7.9	11.6%	-5.4%	-0.4%	8.9	0.5%	-0.6%	21.0	-6.4%	-1.5

Random draw from the library (roughly 2% active in at least one column).
